# C diff HTS: C. difficile growth inhibitors, primary screen, HTS. Clostridium difficile clinical isolate growth, OD600, 24 h; hits give low values. growth activity, negative = inhibition, % at 16 µg/mL (by protocol). 86,000 compounds, 0.25% hits. AID 1259249, 2017;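 active = mean growth activity at or below -80% and every replicate also at or below -80%; inconclusive = mean at or below -80% but some replicate above -80%; inactive = mean growth activity above -80%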;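 note: 0% = DMSO wells and -100% = levofloxacin 16 µg/mL wells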
# T cruzi growth: T. cruzi intracellular proliferation inhibitors, primary screen, cell-based, beta-gal Tulahuen parasites, NIH3T3 host, luminescence; T. cruzi beta-gal in NIH3T3, GalScreen luminescence, 90 h; inhibition, % at 8.34 µM; 77,000 compounds, 5.9% hits; AID 624255, 2012;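 active = mean inhibition above about 93%, with at least 55% of replicates each passing it, limit read from the data, passing the limit was not always enough; inconclusive = only one of those two conditions holds; inactive = neither condition holds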
# Pf Dd2 growth: P. falciparum Dd2 growth inhibitors, primary screen, SYBR Green fluorescence, single dose replicates | 94,000 compounds, 2.3% hits | activity change, % at 10 µM | 72 h; hits give low values; in the data active = activity change below about -80%; inconclusive = no clear call, values can overlap the other calls
# KDM4C inh: inhibitors of GASC-1 (KDM4C) histone demethylase, primary screen, biochemical, single concentration HTS; 96,000 compounds, 0.15% hits; Lysine-specific demethylase 4C (Homo sapiens), Q9H3R0; GST-KDM4C 2-372, H3K9me3 peptide, LANCE TR-FRET; inhibition, % at 12.5 µM;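 active = mean replicate inhibition above about 25%, with at least 55% of replicates also reaching it, limit read from the data, passing the limit was not always enough; inconclusive = only one of those two conditions met; inactive = neither condition met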
# Target sequence (Q9H3R0 2-372 limits assumed): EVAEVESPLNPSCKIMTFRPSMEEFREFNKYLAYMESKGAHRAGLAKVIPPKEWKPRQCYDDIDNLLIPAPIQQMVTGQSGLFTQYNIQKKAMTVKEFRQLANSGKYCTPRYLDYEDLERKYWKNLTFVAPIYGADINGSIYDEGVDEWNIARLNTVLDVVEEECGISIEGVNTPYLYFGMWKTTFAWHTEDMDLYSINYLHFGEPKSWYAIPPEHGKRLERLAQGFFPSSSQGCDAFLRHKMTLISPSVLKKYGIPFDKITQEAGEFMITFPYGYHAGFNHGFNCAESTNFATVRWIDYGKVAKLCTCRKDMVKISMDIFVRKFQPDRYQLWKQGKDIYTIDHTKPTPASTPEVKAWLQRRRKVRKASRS
#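 Compound: one test concentration per compound; Material: GST-GASC-1 enzyme fragment 2-372; Amount: GASC-1 enzyme at 10 nM final in reaction; Also added: H3K9me3 peptide substrate, Fe(II), 2-oxoglutarate; Technique: LANCE TR-FRET; Times: 30 min demethylation and 1 h detection at room temperature.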
# The depositor's hits bear a star; u = inconclusive; x = not tested or not shown.
canonical_smiles	C diff HTS	T cruzi growth	Pf Dd2 growth	KDM4C inh
O=C(NCc1ccccc1Cl)[C@@H]1[C@@H](CO)[C@@H]2Cn3c(cccc3=O)[C@@H]2N1C(=O)C1CCC1	-1	-25	-2	0.2
C[C@H]1CN([C@@H](C)CO)C(=O)c2cc(C#CCN(C)C)cnc2O[C@H]1CN(C)C(=O)Cc1cccnc1	-1	-11	51	1.7
CCC(=O)N1C[C@H](C)[C@H](OC)CN(C)C(=O)c2cc(NC(=O)c3cc(C)on3)ccc2OC[C@H]1C	x	-53	x	-1.6
CC(C)NC(=O)N[C@H]1CC[C@H](CC(=O)NCc2ccc(Oc3ccccc3)cc2)O[C@@H]1CO	x	3	1	0.4
O=C(Nc1ccc(F)cc1)N[C@H]1C=C[C@H](CC(=O)N2CCOCC2)O[C@@H]1CO	x	25	-2	0.7
C[C@H]1CN([C@@H](C)CO)C(=O)c2cccc(NS(=O)(=O)c3ccc(F)cc3)c2O[C@@H]1CN(C)Cc1ccc(C(=O)O)cc1	x	70	24	-1.2
O=C(C[C@@H]1C[C@@H]2c3cc(NC(=O)NC4CCCCC4)ccc3O[C@@H]2[C@H](CO)O1)NC1CCCCC1	9	x	2	-0.1
O=S(=O)(NCC[C@@H]1CC[C@@H](NS(=O)(=O)c2cccc(Cl)c2)[C@@H](CO)O1)c1cccc(F)c1	8	3	36	1.4
CO[C@H](CN(C)C(=O)C1CCOCC1)[C@H](C)CN(C(=O)Nc1ccc(C(F)(F)F)cc1)[C@@H](C)CO	x	56	1	-0.7
CC=Cc1ccc2n(c1=O)C[C@@H]1[C@@H](CO)[C@H](C(=O)NCCc3ccncc3)[C@H]2N1Cc1ccncc1 (mixture of isomers)	1	14	9	0.2

# More compounds:
canonical_smiles	C diff HTS	T cruzi growth	Pf Dd2 growth	KDM4C inh
COc1ccc2c3c([nH]c2c1)[C@@H](CO)N(S(C)(=O)=O)CC31CCN(C(=O)Nc2ccccc2)CC1	-9	x	-51	-0.6
COc1ccc2c3c(n(C)c2c1)[C@H](CO)N(S(C)(=O)=O)CC31CN(CC2CCOCC2)C1	-3	x	34	0.8
O=C(C1CCOCC1)N1CC(=O)N2[C@H](CO)[C@H](c3ccc(C#CC4CCCCC4)cc3)[C@@H]2C1	47	x	-4	0.1
C[C@@H]1CN([C@H](C)CO)C(=O)Cc2cc(NS(=O)(=O)c3cn(C)cn3)ccc2O[C@@H]1CN(C)Cc1ccncc1	-2	x	3	-0.9
Cc1ccc(S(=O)(=O)N(C)C[C@@H]2Oc3ccc(NC(=O)NC4CCCCC4)cc3C(=O)N([C@H](C)CO)C[C@@H]2C)cc1	-10	-20	-27	4.0
O=C(C[C@@H]1CC[C@H]2[C@@H](COC[C@@H](O)CN2C(=O)c2ccc3c(c2)OCO3)O1)NCCN1CCCC1	-3	x	2	3.6
C[C@H]1CN([C@@H](C)CO)S(=O)(=O)c2ccc(-c3ccccc3)cc2O[C@H]1CN(C)CC1CC1	x	112*	-66	1.3
CC(=O)N(C)C[C@@H]1Oc2cc(C#Cc3ccccn3)ccc2S(=O)(=O)N([C@@H](C)CO)C[C@@H]1C	-2	-36	8	1.1
C[C@@H]1CCCCO[C@H](CN(C)Cc2ccc(C(=O)O)cc2)[C@H](C)CN([C@@H](C)CO)C(=O)c2cc(NC(=O)NC3CCCCC3)ccc2O1	1	-2	9	-1.0
COc1ccc(C#Cc2ccc([C@@H]3[C@H]4CN(C(C)=O)CC(=O)N4[C@H]3CO)cc2)cc1	-19	x	-28	0.0

# (next part)
canonical_smiles	C diff HTS	T cruzi growth	Pf Dd2 growth	KDM4C inh
Cc1noc(C)c1S(=O)(=O)Nc1ccc2c(c1)C(=O)N([C@H](C)CO)C[C@@H](C)[C@@H](CN(C)Cc1ccc(C(=O)Nc3ccccc3N)cc1)O2	x	105	-75	-0.9
CC(C)C#Cc1cnc2c(c1)C(=O)N([C@H](C)CO)C[C@H](C)[C@@H](CN(C)C(=O)c1cnccn1)O2	4	35	11	1.2
C[C@H]1CN([C@@H](C)CO)C(=O)c2cccc(N(C)C)c2O[C@H]1CN(C)Cc1ccncc1	1	-12	-10	0.3
CCC(=O)N[C@H]1CC[C@H](CC(=O)NCC2CC2)O[C@H]1CO	1	x	-12	0.5
N#C[C@@H]1[C@H](c2ccccc2)[C@@H](CO)N1C(=O)Nc1cccc(F)c1	-19	-7	31	-0.4
COCC#Cc1ccc([C@H]2[C@@H](CO)N3C(=O)CN(C(=O)CN4CCOCC4)C[C@@H]23)cc1	3	x	21	0.1
COc1ccccc1-c1ccc2c(c1)[C@H]1[C@H](CCN1S(=O)(=O)c1ccc(C)cc1)[C@@H](CO)N2	6	18	-33	-2.9
CCCC#Cc1ccc([C@@H]2[C@@H](CO)N3CCCCN(CC4CC4)C[C@@H]23)cc1	-2	71	-18	-1.1
O=C(CN1CCOCC1)NCC[C@H]1CC[C@@H](NC(=O)Nc2ccc(C(F)(F)F)cc2)[C@H](CO)O1	x	7	6	-0.1
O=C(NCC[C@@H]1CC[C@@H](NC(=O)Nc2cc(F)ccc2F)[C@H](CO)O1)Nc1ccc(Cl)cc1	5	-25	11	-0.3

# An excerpt from the list above, as a working copy:
canonical_smiles	C diff HTS	T cruzi growth	Pf Dd2 growth	KDM4C inh
C[C@@H]1CN([C@H](C)CO)C(=O)Cc2cc(NS(=O)(=O)c3cn(C)cn3)ccc2O[C@@H]1CN(C)Cc1ccncc1	-2	x	3	-0.9
Cc1ccc(S(=O)(=O)N(C)C[C@@H]2Oc3ccc(NC(=O)NC4CCCCC4)cc3C(=O)N([C@H](C)CO)C[C@@H]2C)cc1	-10	-20	-27	4.0
O=C(C[C@@H]1CC[C@H]2[C@@H](COC[C@@H](O)CN2C(=O)c2ccc3c(c2)OCO3)O1)NCCN1CCCC1	-3	x	2	3.6
C[C@H]1CN([C@@H](C)CO)S(=O)(=O)c2ccc(-c3ccccc3)cc2O[C@H]1CN(C)CC1CC1	x	112*	-66	1.3
CC(=O)N(C)C[C@@H]1Oc2cc(C#Cc3ccccn3)ccc2S(=O)(=O)N([C@@H](C)CO)C[C@@H]1C	-2	-36	8	1.1
C[C@@H]1CCCCO[C@H](CN(C)Cc2ccc(C(=O)O)cc2)[C@H](C)CN([C@@H](C)CO)C(=O)c2cc(NC(=O)NC3CCCCC3)ccc2O1	1	-2	9	-1.0
COc1ccc(C#Cc2ccc([C@@H]3[C@H]4CN(C(C)=O)CC(=O)N4[C@H]3CO)cc2)cc1	-19	x	-28	0.0
Cc1noc(C)c1S(=O)(=O)Nc1ccc2c(c1)C(=O)N([C@H](C)CO)C[C@@H](C)[C@@H](CN(C)Cc1ccc(C(=O)Nc3ccccc3N)cc1)O2	x	105	-75	-0.9
CC(C)C#Cc1cnc2c(c1)C(=O)N([C@H](C)CO)C[C@H](C)[C@@H](CN(C)C(=O)c1cnccn1)O2	4	35	11	1.2
C[C@H]1CN([C@@H](C)CO)C(=O)c2cccc(N(C)C)c2O[C@H]1CN(C)Cc1ccncc1	1	-12	-10	0.3
CCC(=O)N[C@H]1CC[C@H](CC(=O)NCC2CC2)O[C@H]1CO	1	x	-12	0.5
N#C[C@@H]1[C@H](c2ccccc2)[C@@H](CO)N1C(=O)Nc1cccc(F)c1	-19	-7	31	-0.4
COCC#Cc1ccc([C@H]2[C@@H](CO)N3C(=O)CN(C(=O)CN4CCOCC4)C[C@@H]23)cc1	3	x	21	0.1
COc1ccccc1-c1ccc2c(c1)[C@H]1[C@H](CCN1S(=O)(=O)c1ccc(C)cc1)[C@@H](CO)N2	6	18	-33	-2.9
CCCC#Cc1ccc([C@@H]2[C@@H](CO)N3CCCCN(CC4CC4)C[C@@H]23)cc1	-2	71	-18	-1.1
O=C(CN1CCOCC1)NCC[C@H]1CC[C@@H](NC(=O)Nc2ccc(C(F)(F)F)cc2)[C@H](CO)O1	x	7	6	-0.1
O=C(NCC[C@@H]1CC[C@@H](NC(=O)Nc2cc(F)ccc2F)[C@H](CO)O1)Nc1ccc(Cl)cc1	5	-25	11	-0.3

# More results follow.
canonical_smiles	C diff HTS	T cruzi growth	Pf Dd2 growth	KDM4C inh
CNC[C@H]1OCCCC[C@@H](C)Oc2ccc(NS(C)(=O)=O)cc2C(=O)N([C@H](C)CO)C[C@@H]1C	1	-13	46	-2.4
C[C@H](CO)N1C[C@H](C)[C@@H](CN(C)Cc2ccc(C(=O)O)cc2)OCc2cnnn2CCCC1=O	-14	x	21	0.5
Cn1cnc(S(=O)(=O)N[C@@H]2C=C[C@@H](CC(=O)Nc3ccc(-c4ccccc4)cc3)O[C@@H]2CO)c1	x	-32	-16	0.0
O=C(c1ccc(F)cc1)N1CCCCN2[C@@H](CO)[C@@H](c3ccc(-c4ccccc4)cc3)[C@@H]2C1	34	66	-24	-0.4
CC(C)NC(=O)N(C)C[C@H]1Oc2ncc(-c3cncnc3)cc2C(=O)N([C@H](C)CO)C[C@@H]1C	0	x	26	1.0
COCC(=O)Nc1ccc2c(c1)C(=O)N(C)[C@H]1CC[C@@H](CC(=O)OC)O[C@H]1CO2	0	18	23	2.9
CO[C@@H](CN(C)C(=O)c1ccccc1F)[C@@H](C)CN([C@H](C)CO)S(=O)(=O)c1ccc(Cl)cc1	x	-7	-2	-1.4
O=C(NCC1CC1)[C@H]1[C@H](CO)[C@H]2Cn3c(cccc3=O)[C@H]2N1Cc1cccc(F)c1	0	x	13	1.0
C[C@@H]1CCCCO[C@H](CN(C)Cc2ccc(C(F)(F)F)cc2)[C@H](C)CN([C@H](C)CO)C(=O)c2cc(NC(=O)Nc3ccccc3)ccc2O1	1	u	-74	-1.2
COc1cccc(NC(=O)N2CC(=O)N3[C@@H](CO)[C@H](c4ccc(C#CCC5CCCC5)cc4)[C@@H]3C2)c1	61	x	-19	-2.2

# Compound profiles (already shown).
# Record of Cn1cnc(S(=O)(=O)N[C@@H]2C=C[C@@H](CC(=O)Nc3ccc(-c4ccccc4)cc3)O[C@@H]2CO)c1 = C diff HTS: x; T cruzi growth: -32; Pf Dd2 growth: -16; KDM4C inh: 0.0
# Record of COc1cccc(NC(=O)N2CC(=O)N3[C@@H](CO)[C@H](c4ccc(C#CCC5CCCC5)cc4)[C@@H]3C2)c1 = C diff HTS: 61; T cruzi growth: x; Pf Dd2 growth: -19; KDM4C inh: -2.2

# (cont.)
canonical_smiles	C diff HTS	T cruzi growth	Pf Dd2 growth	KDM4C inh
C[C@@H]1CN([C@H](C)CO)C(=O)c2ccccc2-c2ccccc2CO[C@H]1CN(C)S(=O)(=O)c1ccc(Cl)cc1	7	50	-38	0.1
O=C(N[C@@H]1C=C[C@@H](CC(=O)N2CCOCC2)O[C@H]1CO)c1cccc(F)c1	x	-19	25	0.3
C[C@@H]1CN([C@H](C)CO)C(=O)c2cccc(NC(=O)Nc3ccccc3)c2O[C@H]1CN(C)S(=O)(=O)c1ccccc1	2	18	-12	-0.7
C[C@H]1CN([C@@H](C)CO)C(=O)Cc2cc(NC(=O)CCC(F)(F)F)ccc2O[C@H]1CN(C)Cc1ccc(C(=O)Nc2ccccc2N)cc1	-2	65	-41	-1.4
C[C@@H]1CCCCO[C@H](CN(C)Cc2ccncc2)[C@H](C)CN([C@H](C)CO)C(=O)c2cc(NC(=O)Nc3ccccc3)ccc2O1	2	38	-33	1.6
COc1cccc(CNC(=O)c2cc3c(c(-c4cccc(-c5ccncc5)c4)n2)[C@@H](CCO)N([S@](=O)C(C)(C)C)C3)c1	x	72	-77	-4.8
COc1ccc(S(=O)(=O)Nc2ccc3c(c2)C(=O)N([C@@H](C)CO)C[C@@H](C)[C@@H](CN(C)C(=O)NC2CCCCC2)O3)cc1	x	-66	3	0.8
CC(=O)N(C)C[C@H]1Oc2ncc(C#Cc3cccc(F)c3)cc2C(=O)N([C@H](C)CO)C[C@H]1C	2	-32	-4	-0.9
C[C@@H]1CN([C@@H](C)CO)C(=O)c2c(c3ccccc3n2C)-c2ccccc2CO[C@H]1CN(C)S(=O)(=O)c1ccc(Cl)cc1	x	78	-75	-0.9
CCC(=O)N(C)C[C@H]1[C@H](c2ccc(C3=CCCCC3)cc2)[C@@H](CO)N1C(C)=O	-2	23	16	0.5
C[C@@H]1CCCCO[C@H](CN(C)CC2CCCCC2)[C@@H](C)CN([C@H](C)CO)C(=O)c2cc(NC(=O)Nc3cccc4ccccc34)ccc2O1	11	104	-71	-0.6
COC(=O)C[C@@H]1CC[C@@H]2[C@@H](COc3ccc(NS(=O)(=O)c4ccccc4F)cc3C(=O)N2C)O1	1	36	1	1.7
C[C@@H]1CN([C@@H](C)CO)C(=O)Cc2cc(NC(=O)Nc3ccc(C(F)(F)F)cc3)ccc2O[C@H]1CN(C)Cc1ccc2c(c1)OCO2	40	93	-73	-2.2

# Bioassay records as filed in PubChem BioAssay.
